GPR55 beta-arrestin = selective activators of receptor GPR55 – imaging, U2OS cells, beta-arrestin-GFP redistribution, primary screen (AID 1961) | hit rate 0.048% among 290,000 | U2OS GPR55 beta-arrestin-GFP redistribution imaging; higher % means a stronger effect | activation, % at 10 µM, or EC50 in µM where a hit was titrated;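 active means activation above 40% with more than 50 cells counted in the well; inconclusive means wells holding fewer than 50 cells, flagged as toxic or sparse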;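 further: U2OS osteosarcoma cells stably expressing GPR55 and beta-arrestin-GFP; plate controls were DMSO negative control for no effect and LPI positive control for full effect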
NOD1 NF-kB reporter = inhibition of NOD1-driven NF-kB reporter – cell-based, luminescence, uHTS, primary screen (AID 1578); hit rate 1% among 290,000; NOD1-driven NF-kB luciferase reporter cells, luminescence; higher % means a stronger effect; inhibition, % at 4 µM, or EC50 in µM where a hit was titrated; in the data active means inhibition mostly above about 36%, no sharp cut-off; inactive means mostly below about 34%;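 further: HEK-293T reporter cells stimulated with the NOD1 agonist gamma-tri-DAP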
HIV fusion peptide = cell-free HIV fusion peptide-binding blockers – biochemical, uHTS, fluorescence dequenching, primary screen (AID 1986) | cell-free peptide binding, fluorescence dequenching, 30 min; higher % means a stronger effect | one-dose inhibition, % at 20 µM; IC50 in µM for titrated hits | hit rate 0.3% among 290,000; in the data active means inhibition mostly above about 52%, no sharp cut-off; inactive means mostly below about 76%; further: some results filed as inactive read as strong as hits
Myeloid diff 2 = myeloid differentiation induction; ER-HoxA9 myeloid progenitors, lysozyme-GFP differentiation, flow cytometry; calls only at 10 µM; hit rate 1% among 360,000; AID 624256;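 active means normalized GFP-positive differentiation at or above the plate's own cutoff, the solvent-only control mean plus 3 SD; inconclusive means no clear call, values can overlap the other calls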;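 further: cells exposed to compound for four days before flow analysis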
KOR beta-arrestin-1 = KOR antagonists, beta-arrestin recruitment, cell-based, luminescence, uHTS (AID 1778); KOR beta-arrestin recruitment, luminescence, antagonist mode; higher % means a stronger effect; one-dose inhibition, % at 10 µM; IC50 in µM for titrated hits; hit rate 0.091% among 290,000; further: strong numbers were not always called active
GPR55 LPI antagonism = GPR55 antagonists blocking LPI-driven arrestin recruitment, primary screen, imaging, U2OS, beta-arrestin-GFP, LPI agonist (AID 2013); U2OS GPR55 beta-arrestin-GFP translocation imaging, LPI antagonism; higher % means a stronger effect; hit rate 0.13% among 290,000; inhibition, % at 10 µM; hits with a dose series show IC50 in µM;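 active means spots per cell inhibited over 60%, with over 100 cells counted and total cytoplasm intensity under 500,000; inconclusive means wells with under 100 cells, flagged as likely toxic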;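 further: U2OS cells stably carrying GPR55 and arrestin-GFP stimulated by 5 µM LPI near EC80; imaged beta-arrestin-GFP aggregate spots per cell after agonist stimulation; plate controls were LPI-stimulated DMSO wells for no effect and DMSO wells without LPI for full effect; some results filed as inactive read as strong as hits; confirmed hits need IC50 under 10 µM and bright autofluorescent wells are also inconclusive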
GPR35 arrestin U2OS = GPR35 antagonists blocking zaprinast-driven arrestin recruitment, primary screen, imaging, U2OS, beta-arrestin-GFP, zaprinast agonist (AID 2058) | U2OS GPR35 beta-arrestin-GFP translocation imaging, zaprinast antagonism; higher % means a stronger effect | one-dose inhibition, % at 10 µM; IC50 in µM for titrated hits | hit rate 0.052% among 290,000;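 active means inhibition of at least 50% with at least 30 cells and total cytoplasm GFP at most 10,000,000; inconclusive means under 30 cells or total GFP of 10,000,000 plus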
KOR beta-arrestin-2 = KOR agonists, beta-arrestin recruitment, primary screen, cell-based, luminescence, uHTS (AID 1777); activation, % at 10 µM, or EC50 in µM where a hit was titrated; KOR beta-arrestin recruitment, luminescence; higher % means a stronger effect; hit rate 0.02% among 280,000; in the data active means activation above about 50%, passing the limit was not always enough; further: a part of the inactive calls stands beside numbers as strong as those of hits
NOD2 inhibition = NOD2 signaling inhibitors, cell-based, luminescence, uHTS, HEK293 (AID 1566). hit rate 0.63% among 290,000. HEK293 NOD2/NF-kB luciferase reporter, luminescence; higher % means a stronger effect. inhibition, % at 4 µM; hits with a dose series show EC50 in µM; further: many of its hits are not listed in these tables
Myeloid diff 2 GFP+ MAC1+ % = recorded beside Myeloid diff 2, whose call it bears; GFP+ MAC1+ double positive, %; measured here: differentiation confirmed by MAC1 staining
Starred values were filed as active, the others as inactive; i = inactive; ? = inconclusive; . = not tested or not shown; [ ] = remark or other dose. Unless noted, no stated cut-off is given here; in the data, active means inhibition above about 50%; inactive means the rest. A portion of the library; rates above refer to the full screens.

smiles	GPR55 beta-arrestin	NOD1 NF-kB reporter	HIV fusion peptide	Myeloid diff 2	Myeloid diff 2 GFP+ MAC1+ %	KOR beta-arrestin-1	GPR55 LPI antagonism	GPR35 arrestin U2OS	KOR beta-arrestin-2	NOD2 inhibition
NS(=O)(=O)c1ccc(CCNCc2cc(Cl)ccc2OCc2ccccc2)cc1	0.5%	31.6%	0.9%	i	1.2	-37.5%[20 µM]	18.9%	-9.1%	4.7%	28.9%
CN(C)Cc1ccccc1COc1ccccc1	0.3%	-2.6%	-0.6%	i	0.3	-23.1%	-7.2%	2.4%	0.6%	16.9%
c1cc2ccc3ccc(-n4cnnn4)c4ccc(c1)c2c34	0.2%	-13.6%	-1.2%	i	0.7	-60.8%	-6.4%	-13.6%	8.5%	-7.9%
Cc1cc(C)c(NC(=O)CS)c(Cl)c1	-0.1%	-15.1%	2.2%	i	0.8	-75.4%	-5.6%	-2.5%	-1.0%	11.5%
CSc1nnc(-c2ccncc2)n1CCCN1CCCC1=O	-0.1%	2.4%	-0.2%	i	1.6	0.2%	7.3%	7.6%	0.1%	12.2%
CCOC(=O)c1[nH]c2cc3c(cc2c1NC(=O)CN1CCCCC1C)OCO3 (centres undefined)	-0.1%	-8.9%	-1.4%	.	.	-20.3%	2.3%	-5.0%	3.5%	-7.3%
O=C(COc1ccc(Br)cc1CNCCCN1CCOCC1)Nc1ccccc1	0.3%	-18.6%	0.4%	i	0.3	-52.3%	-1.4%	6.1%	4.2%	1.4%
Cc1cc(OCC(=O)N(C)C2CCCCC2)cc(C)c1Cl	-0.3%	-7.7%	1.6%	i	0.0	1.5%	16.6%	-4.6%	0.4%	-15.4%
Cc1cc(NC(=O)c2cc(Cl)ccc2Cl)no1	-0.2%	-11.8%	1.7%	i	1.2	-9.2%	-3.2%	-13.2%	1.5%	3.0%
O=C(NCc1ccccc1)c1cccc(S(=O)(=O)N2CCOCC2)c1	0.0%	-32.8%	1.0%	i	1.8	25.2%	7.1%	-0.5%	1.6%	6.8%
Cc1nc(SCc2nnc(-c3ccc(Cl)cc3)o2)c2c3c(sc2n1)CCC3	0.7%	-12.3%	0.3%	.	.	-21.5%	5.8%	6.0%	.	0.7%
O=C(COC(=O)c1c2c(nc3ccccc13)/C(=C\c1cccs1)CCC2)Nc1ccccc1	0.4%	-48.3%	5.1%	i	0.0	7.2%	16.4%	-13.2%	1.1%	-6.8%
CCOC(=O)CCc1c(C)nc(SCCN2CCCC2)c(C#N)c1C	-0.2%	-4.5%	-1.2%	i	1.6	-10.1%	9.7%	4.1%	1.3%	15.8%
O=C(CN1C(=O)S/C(=C\c2ccccc2F)C1=O)NCCCn1ccnc1	-0.2%	-15.0%	-2.0%	?	.	-3.9%	6.7%	16.5%	-0.4%	7.4%
CCOc1ccccc1N(CC)C(=O)Cn1ncc2c(=O)oc3ccccc3c21	-0.5%	-15.2%	-1.8%	i	1.6	15.2%	-3.6%	-4.9%	4.1%	22.2%
COC(=O)c1ccccc1NC(=O)c1cc(-c2cccs2)on1	0.2%	7.6%	-0.9%	i	0.2	-26.6%	13.0%	-16.5%	3.1%	-45.4%
O=C(N1CCOCC1)N1CCN(S(=O)(=O)c2ccc(Cl)cc2)C1	-0.2%	-8.7%	-0.2%	i	0.6	-10.5%	2.7%	-5.2%	-3.3%	11.1%
Cn1c(NC(=O)c2cccc(Cn3cc(Cl)cn3)c2)nc2ccccc21	-0.1%	-2.3%	2.4%	i	7.7	-24.5%	12.3%	-2.0%	-0.5%	-47.2%
Cc1cc(C)c2nc(SCC(=O)NCCN3C(=O)CSC3=O)cc(C)c2c1	1.3%	2.5%	1.6%	i	0.3	2.3%	8.6%	-2.4%	-4.9%	1.8%
COc1ccc(/C=N/NC(=O)c2c(C)nc3ccccn23)cc1[N+](=O)[O-]	1.3%	8.4%	0.9%	i	0.6	9.4%	-0.5%	8.7%	-3.8%	10.5%
C=CCn1c(COc2cccc3cccnc23)nnc1SCC(=O)OC	-0.2%	-25.2%	0.7%	i	0.7	6.3%	17.1%	8.6%	2.7%	-5.0%
CC1CC(=O)N(CC(=O)NCc2ccc3c(c2)OCO3)c2ccccc2S1 (centres undefined)	0.3%	-14.6%	-2.0%	i	0.7	-25.1%	9.8%	-1.9%	-1.4%	-1.0%
Cc1ccc(Oc2nc3ccccn3c(=O)c2/C=C(\C#N)C(=O)Nc2c(C)n(C)n(-c3ccccc3)c2=O)c(C)c1	-0.5%	-15.5%	2.2%	i	0.1	27.2%	11.7%	8.2%	-0.3%	4.4%
CCOc1ccccc1NC(=O)Cn1c(=O)n(-c2ccccc2)c(=O)c2oc3ccccc3c21	-0.1%	-28.9%	1.1%	i	0.5	-15.4%	13.3%	-9.8%	2.5%	-2.7%
O=C(CC1NC(=O)NC1=O)NC1(C(=O)NC2CCCCC2)CCCCC1 (centres undefined)	-0.1%	-10.0%	0.8%	i	0.3	-7.1%	-3.2%	27.5%	6.8%	-1.8%
Cc1coc2cc3oc(=O)c(Cc4ccccc4)c(C)c3cc12	-0.1%	-8.2%	0.7%	i	0.0	-76.5%	2.1%	-4.5%	37.6%	19.7%
O=C(c1cn(-c2ccccc2)nc1-c1cccs1)N1CCN(c2ccc(F)cc2)CC1	0.7%	8.3%	0.0%	i	0.7	15.2%	14.5%	-9.2%	-2.5%	10.9%
O=C(NCc1ccco1)c1ccc(COc2ccccc2Cl)cc1	-0.3%	21.0%	3.6%	i	0.3	18.8%	15.5%	14.9%	-1.0%	-5.2%
O=C(C1CCN(Cc2ccc(F)cc2)CC1)N1CCN(C/C=C/c2ccccc2)CC1	0.2%	-9.7%	-0.9%	i	0.1	-8.3%	3.8%	15.6%	4.0%	18.6%
O=C(Nc1nc(-c2cccs2)c(C(=O)C(F)(F)F)s1)c1ccco1	-0.1%	-20.6%	11.0%	i	0.4	-43.8%[20 µM]	-10.7%	-15.0%	-2.6%	17.8%
Oc1ccccc1-c1cc(-c2ccc(F)cc2)n[nH]1	0.3%	-66.9%	-1.4%	i	0.7	-48.8%[20 µM]	6.3%	1.3%	-3.3%	-102.4%
CCN(CC)S(=O)(=O)c1ccc(C(=O)NCc2ccc3c(c2)OCO3)cc1	1.0%	-41.1%	-1.2%	i	0.4	2.5%	1.8%	6.6%	-1.0%	14.1%
N#CCCN(CC(=O)O)S(=O)(=O)c1ccccc1	-0.1%	2.8%	0.5%	i	0.6	-7.0%	-2.3%	-11.7%	-5.9%	6.9%
C=CCNC(=O)c1onc(CSc2ccc(Cl)cc2)c1C(=O)NCC=C	-0.2%	-8.1%	-1.1%	i	1.7	26.3%	9.3%	-8.0%	-2.3%	14.3%
O=C1CN(c2nc(-c3cccs3)nc3sc4c(c23)CCCC4)CCN1	-0.1%	-34.3%	-0.4%	.	.	-16.2%[20 µM]	-6.0%	-12.6%	-3.5%	-35.8%
COc1ccc(S(=O)(=O)NCCNC(=O)N2CCOCC2)cc1	0.2%	-10.1%	0.1%	i	0.0	-1.3%	5.0%	-7.9%	1.2%	13.1%
N#CCSc1nnc2sc3ccccc3n12	-0.2%	9.3%	2.2%	i	1.3	-3.4%	-8.5%	0.1%	-2.4%	6.8%
COc1ccc(N2C(=O)CC(NCCNc3ccc([N+](=O)[O-])cn3)C2=O)cc1 (centres undefined)	0.2%	-13.9%	3.6%	i	4.5	23.8%	8.3%	3.9%	-4.6%	8.4%
COc1ccc2[nH]c(=O)c(CN(C(=O)NC3CCCCC3)C3CCCC3)cc2c1	-0.2%	14.5%	2.7%	i	1.4	13.6%	-5.7%	4.2%	-4.7%	9.1%
O=C(CSc1nnc2ccc(-c3ccncc3)nn12)c1cccs1	-0.2%	-19.4%	5.0%	i	0.0	-6.9%	6.6%	-9.5%	1.2%	9.0%
CCCOC(=O)c1ccc(Oc2cn[nH]c2-c2ccc(OCC)cc2O)cc1	.	19.5%	1.9%	i	1.2	-27.4%	-14.9%	-2.1%	7.8%	-13.4%
COc1ccccc1N1CCN(C(=O)c2ccc(N3CCCCS3(=O)=O)cc2)CC1	-0.1%	-21.5%	1.6%	i	6.5	-18.0%	-5.1%	13.1%	0.8%	7.6%
CN(C)CC1CCCCC1OC(=O)/C=C/c1ccccc1 (centres undefined)	-0.1%	-7.9%	0.1%	i	0.2	18.9%	9.9%	3.5%	-1.0%	-0.1%
S=C(NCCN1CCOCC1)N/N=C/c1ccccc1	-0.1%	5.1%	-2.6%	i	0.8	-8.7%	-7.0%	-14.1%	-4.5%	9.3%
CC(=O)O/C(=C\c1cn(C(C)=O)c2ccccc12)C(=O)O	0.7%	6.0%	-0.3%	i	0.4	4.1%	-7.4%	50.5%	1.9%	13.8%
O=c1sc(/C=N/Nc2ccccc2)c(Cl)n1Cc1ccccc1	0.3%	-20.2%	-3.0%	i	0.2	-169.4%	15.3%	-11.0%	0.1%	-42.7%
Cc1ccc(S(=O)(=O)NCCCNc2ccc([N+](=O)[O-])cc2)cc1	1.1%	-16.2%	-2.4%	i	0.1	-17.7%	-2.8%	9.3%	-1.1%	-19.5%
CCOc1ccc(NC(=O)CNC(=O)COc2ccccc2)cc1	-0.2%	-19.2%	2.1%	i	0.5	-6.1%	-1.6%	3.6%	-1.2%	-4.9%
COC(=O)c1c(NC(=O)CN2C(=O)C(=O)N(CC(C)C)C2=O)sc2c1CCCCC2	-0.1%	-17.4%	-1.6%	i	0.2	9.8%	-6.5%	-6.4%	-1.7%	10.9%
Cc1cc2occ(CC(=O)NC3=NCCS3)c2cc1C(C)C	-0.2%	-0.1%	0.6%	i	2.2	18.5%	4.3%	0.6%	1.2%	9.8%

Screens (PubChem BioAssay)
